Assay outcomes: PubChem BioAssay, National Center for Advancing Translational Sciences (NCATS)
mIDH1 inhibitor: inhibitors of human mutant IDH1 R132H; IDH1-R132H enzyme, NADPH consumption, diaphorase/resazurin fluorescence; Potency, µM (highest dose often 76.6 µM), inactives show top-dose activity change, negative = inhibition, usual class: inhibitors; AID 602179; O75874; actives 0.093% (n = 390,000); further: potency means the concentration at half of the fitted maximal effect; on the % scale 0 is the no-effect control and ±100 the full control effect; nearly all actives have a fitted effect of over 65% in size
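IDH1-R132H (0.5 ug/mL) preincubated 30 min with compound, then NADPH (0.016 mM) and alpha-KG (2 mM) added; 80 min at RT, pH 7.5. Remaining NADPH coupled via diaphorase/resazurin to fluorescence (540/590 nm); concentration-response curves normalized to no-enzyme control.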
D2 agonist: D2 dopamine receptor (human) agonism. HEK293 T-REx D2 cells, calcium flux agonist mode. activation, % at 2 µM. actives 0.53% (n = 340,000). AID 485358;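 active means activation over 3 SD above normal in the single-dose calcium agonist read, cut at about 30% in these data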; further: 0% is about no effect
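In this primary screen, compounds producing a positive calcium signal within 180 s of addition to tetracycline-induced, force-coupled HEK293 Trex D2 cells are flagged; cells are dye-loaded with a no-wash calcium kit beforehand.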
D2 antagonist: D2 dopamine receptor (human) antagonism. AID 485344. P14416. HEK293 TREx D2 cells, calcium flux, dopamine EC80. actives 2% (n = 340,000). inhibition, % at 10 µM; in the data active means inhibition above about 30%; further: 0% is about no effect
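Calcium flux kinetic readout in an inducible HEK293 TREx D2 line plated overnight at 30 C. After 180 s compound exposure, an EC80 dopamine challenge follows with another 180 s kinetic read to detect antagonism.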
PI4K2A block: blocks human PI4K2A kinase activity | Q9BTU6 | purified PI4K2A, ADP-Glo luminescence, 1 h; stronger effect = lower value | activity change, negative = inhibition, % at 76.9 µM | actives 0.13% (n = 420,000); in the data active means activity change below about -50%; inconclusive means mostly about -30% to -49%;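 further: -100% = wells without enzyme as full effect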
Target sequence (Q9BTU6 whole entry, looked up): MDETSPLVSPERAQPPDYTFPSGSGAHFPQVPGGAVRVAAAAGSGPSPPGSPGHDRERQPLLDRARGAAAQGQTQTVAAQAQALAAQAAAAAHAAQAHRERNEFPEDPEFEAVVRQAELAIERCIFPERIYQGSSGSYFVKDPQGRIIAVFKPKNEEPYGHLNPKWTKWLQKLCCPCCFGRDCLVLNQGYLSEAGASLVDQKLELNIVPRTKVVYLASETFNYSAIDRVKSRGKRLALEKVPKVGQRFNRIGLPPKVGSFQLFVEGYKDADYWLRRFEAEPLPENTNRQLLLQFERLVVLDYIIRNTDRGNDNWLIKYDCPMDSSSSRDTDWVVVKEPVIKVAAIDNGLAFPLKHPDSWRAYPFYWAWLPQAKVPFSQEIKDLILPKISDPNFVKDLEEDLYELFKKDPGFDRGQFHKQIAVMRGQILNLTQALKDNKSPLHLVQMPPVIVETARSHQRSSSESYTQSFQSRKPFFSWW
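ADP-Glo luminescence measured ADP generated by PI4K2A enzyme (4 ug/mL before mixing) with 1.2 mM PI substrate (pre-mix) and 300 microM ATP (pre-mix). Tris pH7.5 buffer with MgCl2, Triton X-100; 1 h reaction at ambient temperature.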
TrxR1 substrate: rat thioredoxin reductase 1 substrate activity; O89049; purified TrxR1 substrate turnover, NADPH consumption readout; Potency, µM (series often up to 114 µM), for inactives: top-dose activity change, negative = substrate turnover; actives 0.01% (n = 390,000); AID 588456; further: potency means the concentration at half of the fitted maximal effect; on the % scale 0 is the no-effect control and ±100 the full control effect; nearly all actives have a fitted effect of over 50% in size
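Rat TrxR1, dispensed at 90 nM, was prereduced with 400 uM NADPH (final) for 5 min at ~22 deg C, then incubated with compound 15 min before 400 uM selenite. A first-read NADPH fluorescence drop versus no-compound background flagged substrates.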
TRHR ag: TRH receptor (human) agonism; P34981; TRHR cells, calcium flux fluo-8, FDSS agonist mode; activation, % at 2 µM; actives 0.18% (n = 360,000); AID 493084; in the data active means activation above about 30%; further: 0% is about no effect
Target sequence (P34981 whole entry, looked up): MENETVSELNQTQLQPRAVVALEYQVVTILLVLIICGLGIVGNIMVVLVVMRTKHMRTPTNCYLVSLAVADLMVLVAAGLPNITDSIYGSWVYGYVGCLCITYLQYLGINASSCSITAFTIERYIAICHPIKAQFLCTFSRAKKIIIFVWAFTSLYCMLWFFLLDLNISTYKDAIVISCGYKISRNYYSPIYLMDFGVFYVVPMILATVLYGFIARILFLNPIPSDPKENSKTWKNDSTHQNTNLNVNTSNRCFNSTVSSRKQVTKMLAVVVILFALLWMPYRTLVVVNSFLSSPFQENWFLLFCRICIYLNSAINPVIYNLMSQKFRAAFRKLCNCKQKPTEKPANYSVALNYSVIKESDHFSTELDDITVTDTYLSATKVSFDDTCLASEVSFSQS
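In this calcium-flux screen, cells bearing human TRHR are dye-loaded with fluo-8, baselined for 10 cycles, then exposed to library compounds; positive kinetic calcium responses during the agonist phase mark hits, with TRH as control.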
TrxR1 inh: inhibitors of rat thioredoxin reductase 1. O89049. recombinant rTrxR1, NADPH fluorescence consumption, selenite substrate. Potency, µM (series often up to 114 µM), without a hit: at the highest dose activity change, negative = inhibition, usual class: inhibitors. actives 1% (n = 390,000); further: potency means the concentration at half of the fitted maximal effect; on the % scale 0 is the no-effect control and ±100 the full control effect; nearly all actives have a fitted effect of over 65% in size
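Rat TrxR1 (90 nM in the dispensed reagent) was pre-reduced with 400 uM NADPH for 5 min at room temperature, then incubated with compound for 15 min. After 400 uM selenite was added, NADPH fluorescence (Ex 340/Em 450 nm) was followed for 8 min.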
USP1-UAF1 inh: inhibitors of human USP1/UAF1 deubiquitinase; Potency, µM (doses to about 57.1 µM), for inactives: at the top dose activity change, negative = inhibition, usual class: inhibitors; actives 0.23% (n = 390,000); recombinant USP1/UAF1, Ub-Rhodamine cleavage fluorescence; further: potency means the concentration at half of the fitted maximal effect; on the % scale 0 is the no-effect control and ±100 the full control effect; nearly all actives have a fitted effect of over 60% in size; inactives centre near -12
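USP1/UAF1 complex (1 nM) preincubated 15 min at room temperature with compound, then Ub-Rho substrate (150 nM final) added. Kinetic fluorescence at 480/540 nm over 6 reads at 60 s intervals; 50 mM HEPES pH 7.8, 0.5 mM EDTA, 0.1 mg/ml BSA, 1 mM TCEP, 0.01% Tween-20.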
TRHR enhancer: TRH receptor (human) allosteric enhancement. P34981. TRHR cells, fluo-8 calcium fluorescence, EC20 TRH enhancement. enhancement, % at 2 µM. actives 0.66% (n = 360,000); in the data active means enhancement above about 30%; further: 0% is about no effect
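TRHR-expressing cells loaded with fluo-8 calcium dye were read kinetically (ex 480/em 530) during compound addition, then stimulated with an EC20 of TRH (10 nM final). Enhancement of the Gq-mediated intracellular calcium response was scored.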
An asterisk follows results filed as active; [ ] = dose if it differs, or a comment. Unless noted, the call rests on the fitted dose curve; in most records, active means well fitted inhibition curve with a large enough effect; inconclusive means small, poorly fitted or top-dose-only effect; inactive means no such curve, though single readings can be large or run the other way.

For Cc1c(C(=O)O)nn(-c2ccccc2)c(=O)c1C#N the results were mIDH1 inhibitor -13%, D2 agonist 1.2, D2 antagonist -1, PI4K2A block 3, TrxR1 substrate -6%[57.1 µM], TRHR ag 0.4, TrxR1 inh -1%[57.1 µM], USP1-UAF1 inh -19% and TRHR enhancer -3.
Screening COC(=O)CC1Oc2ccccc2N(Cc2ccc(C)cc2)C1=O (stereo unspecified) returned mIDH1 inhibitor 7%, D2 agonist -0.3, D2 antagonist -17, PI4K2A block 6, TrxR1 substrate -3%[57.1 µM], TRHR ag 0.1, TrxR1 inh -23%, USP1-UAF1 inh -17% and TRHR enhancer -3.
`O=C(NC1CCS(=O)(=O)C1)c1cn(-c2ccccc2)nc1-c1ccccc1` (stereo unspecified) gave mIDH1 inhibitor 1%, D2 agonist -1.3, D2 antagonist 24, PI4K2A block -19, TrxR1 substrate 8%[57.1 µM], TRHR ag -1.4, TrxR1 inh 7%, USP1-UAF1 inh -1% and TRHR enhancer 6.
For CCNC(=S)N1CCN(c2ccc([N+](=O)[O-])cc2)CC1 the results were mIDH1 inhibitor 0%, D2 agonist 0.2, D2 antagonist -1, PI4K2A block 0, TrxR1 substrate -7%[57.1 µM], TRHR ag 0.6, TrxR1 inh 2%[57.1 µM], USP1-UAF1 inh -17% and TRHR enhancer 5.
For CCn1c(=O)c2sccc2n2c(CCC(=O)N3CCN(c4ccc(C(C)=O)cc4)CC3)nnc12 the results were mIDH1 inhibitor -5%, D2 agonist 0.0, PI4K2A block -4, TrxR1 substrate 0%, TRHR ag -0.5, TrxR1 inh 4%, USP1-UAF1 inh -21% and TRHR enhancer 15.
`COc1cccc(C(=O)NCCN2C(=O)S/C(=C/c3cccs3)C2=O)c1OC` gave mIDH1 inhibitor 8%, D2 agonist -0.3, D2 antagonist 3, PI4K2A block -2, TrxR1 substrate 8%[57.1 µM], TRHR ag 0.2, TrxR1 inh 19%[57.1 µM], USP1-UAF1 inh -14% and TRHR enhancer -2.
CCc1ccccc1NC(=O)c1ccoc1C was read as mIDH1 inhibitor -13%, D2 agonist -0.3, D2 antagonist -16, PI4K2A block 9, TrxR1 substrate 1%, TRHR ag -0.2, TrxR1 inh -26%, USP1-UAF1 inh -14% and TRHR enhancer -1.
`CCCC(=O)N1CCN(c2ccc(NC(=O)c3cc4ccccc4o3)cc2)CC1` gave mIDH1 inhibitor 8%, D2 agonist -0.6, D2 antagonist -21, PI4K2A block -3, TrxR1 substrate -16%, TRHR ag 0.1, TrxR1 inh 20%[57.1 µM], USP1-UAF1 inh -12% and TRHR enhancer 9.
Screening CCOc1ccccc1NC(=O)C(C)Sc1nc2c(c(=O)[nH]1)CCCC2 (stereo unspecified) returned PI4K2A block -1, TrxR1 substrate -3%, TRHR ag -0.3, TrxR1 inh 4%, USP1-UAF1 inh inconclusive and TRHR enhancer -2.
O=C(Nc1ccccc1)N1CCC(c2ccccc2)C1 (stereo unspecified) was read as mIDH1 inhibitor -1%, D2 agonist -0.2, D2 antagonist -5, PI4K2A block 1, TrxR1 substrate -11%, TRHR ag -0.2, TrxR1 inh -14%, USP1-UAF1 inh 9% and TRHR enhancer 4.
`Cc1ccc(C)c(S(=O)(=O)N(C)c2ccc(OC(=O)C3CCN(C(=O)Nc4ccccc4)CC3)cc2)c1` gave mIDH1 inhibitor 0%, PI4K2A block -1, TrxR1 substrate 7%, TrxR1 inh 30% and USP1-UAF1 inh -22%.
Cc1ccc(-n2ncc(C(=O)NC3CC3)c2C2CCN(C(=O)OC(C)(C)C)CC2)cc1 was read as mIDH1 inhibitor 4%, D2 agonist 0.3, D2 antagonist 11, PI4K2A block -1, TrxR1 substrate -8%, TRHR ag -0.3, TrxR1 inh -15%, USP1-UAF1 inh -13% and TRHR enhancer -7.
For Cn1c(=O)c2c(=O)cc(NNC(=O)CC#N)[nH]c2n(C)c1=O the results were mIDH1 inhibitor -8%, D2 agonist 0.7, D2 antagonist -7, PI4K2A block 0, TrxR1 substrate -2%, TRHR ag 0.3, TrxR1 inh 17%, USP1-UAF1 inh -18% and TRHR enhancer 0.
For Cc1cccc(C(=O)Nc2cccc(C(=O)OCc3cc(=O)n4nc(C5CC5)sc4n3)c2)c1 the results were mIDH1 inhibitor 3%, D2 agonist -0.1, PI4K2A block 3, TrxR1 substrate 3%[57.1 µM], TRHR ag -1.0, TrxR1 inh 7%[57.1 µM], USP1-UAF1 inh -5% and TRHR enhancer -4.
Screening CCC(=O)N1CCc2cc(S(=O)(=O)N3CCCC3)ccc21 returned mIDH1 inhibitor -6%, D2 agonist -0.3, D2 antagonist -23, PI4K2A block 1, TrxR1 substrate 4%, TRHR ag 0.7, TrxR1 inh 25%, USP1-UAF1 inh -22% and TRHR enhancer -5.

Fetched by compound from above, 2 records:
Cc1ccc(-n2ncc(C(=O)NC3CC3)c2C2CCN(C(=O)OC(C)(C)C)CC2)cc1 was read as mIDH1 inhibitor 4%, D2 agonist 0.3, D2 antagonist 11, PI4K2A block -1, TrxR1 substrate -8%, TRHR ag -0.3, TrxR1 inh -15%, USP1-UAF1 inh -13% and TRHR enhancer -7.
O=C(Nc1ccccc1)N1CCC(c2ccccc2)C1 (stereo unspecified) was read as mIDH1 inhibitor -1%, D2 agonist -0.2, D2 antagonist -5, PI4K2A block 1, TrxR1 substrate -11%, TRHR ag -0.2, TrxR1 inh -14%, USP1-UAF1 inh 9% and TRHR enhancer 4.

Next section
Cc1c(N2C(=O)CSC2c2ccc(F)cc2)c(=O)n(-c2ccccc2)n1C (stereo unspecified) was read as mIDH1 inhibitor 3%, PI4K2A block -3, TrxR1 substrate -5%[57.1 µM], TRHR ag 0.5, TrxR1 inh -12%[57.1 µM], USP1-UAF1 inh 4% and TRHR enhancer -3.
Screening CC(C)n1c2ccccc2c2nnc(SCC(=O)Nc3ccccc3C(=O)O)nc21 returned mIDH1 inhibitor 0%, D2 agonist -1.5, D2 antagonist 20, PI4K2A block -2, TrxR1 substrate 0%[57.1 µM], TRHR ag -0.8, TrxR1 inh 22%[57.1 µM], USP1-UAF1 inh -21% and TRHR enhancer -6.
For N/C(=N\OC(=O)c1ccc(Cl)cc1)c1nonc1N the results were mIDH1 inhibitor 2%, D2 agonist -0.9, D2 antagonist 15, PI4K2A block -25, TrxR1 substrate 8%, TRHR ag -0.2, TrxR1 inh 18%, USP1-UAF1 inh -15% and TRHR enhancer -1.
Screening Cc1nc(N2CCN(Cc3ccccc3)CC2)nc2c1C(=O)CC(C)C2 (stereo unspecified) returned mIDH1 inhibitor 6%, D2 agonist -1.1, D2 antagonist -4, PI4K2A block -4, TrxR1 substrate 6%, TRHR ag 0.0, TrxR1 inh -1%, USP1-UAF1 inh -13% and TRHR enhancer -12.
`COc1cccc(NC(=S)N(CCCN2CCN(C)CC2)Cc2ccco2)c1` gave mIDH1 inhibitor 15%, D2 agonist 3.1, D2 antagonist 3, PI4K2A block -2, TrxR1 substrate -5%[57.1 µM], TRHR ag 0.3, TrxR1 inh 26%[57.1 µM], USP1-UAF1 inh -17% and TRHR enhancer 1.
For CCOC(=O)C(NC(=O)Nc1ccccc1)(OCC)C(F)(F)F (stereo unspecified) the results were mIDH1 inhibitor 8%, D2 agonist -1.2, D2 antagonist -5, PI4K2A block 4, TrxR1 substrate -10%, TRHR ag 0.1, TrxR1 inh 6%[57.1 µM], USP1-UAF1 inh -8% and TRHR enhancer 0.
Cc1ccc2oc(C(=O)Nc3c(C(=O)c4ccc(C)c(F)c4)oc4ccccc34)cc(=O)c2c1 was read as mIDH1 inhibitor 10%, D2 agonist 1.6, PI4K2A block 0, TrxR1 substrate -4%, TRHR ag 0.8, TrxR1 inh 8%, USP1-UAF1 inh -16% and TRHR enhancer 11.
O=C(COC(=O)Cc1ccc(Br)cc1)Nc1ccc(N2CCOCC2)cc1 was read as mIDH1 inhibitor 2%, D2 agonist 0.9, D2 antagonist 22, PI4K2A block 7, TrxR1 substrate 0%, TRHR ag 0.0, TrxR1 inh 15%, USP1-UAF1 inh -15% and TRHR enhancer 9.
For CC(C)CNC(=O)[C@H]1N2C(=O)c3ccccc3C2SC1(C)C (stereo partly specified) the results were mIDH1 inhibitor 0%, D2 agonist 0.5, D2 antagonist 5, PI4K2A block 8, TrxR1 substrate -5%[57.1 µM], TRHR ag -0.1, TrxR1 inh inconclusive, USP1-UAF1 inh -1% and TRHR enhancer 8.
For Cc1cccc(C(=O)N[C@H](C(=O)NCCc2ccc(Cl)cc2)C(C)C)c1 the results were mIDH1 inhibitor -13%, D2 agonist -1.0, D2 antagonist 38*, PI4K2A block 1, TrxR1 substrate 0%, TRHR ag 0.6, TrxR1 inh 7%, USP1-UAF1 inh -12% and TRHR enhancer -9.
Screening Cc1ccccc1OCC(=O)OCC(=O)NCCNC(=O)COC(=O)COc1ccccc1C returned mIDH1 inhibitor 5%, D2 agonist -0.1, D2 antagonist -6, PI4K2A block -5, TrxR1 substrate -7%, TRHR ag 0.5, TrxR1 inh -1%, USP1-UAF1 inh -2% and TRHR enhancer -6.
CSc1nnc(C)c(=O)n1COC(=O)COc1ccccc1 was read as mIDH1 inhibitor 8%, D2 agonist 0.0, D2 antagonist 12, PI4K2A block 2, TrxR1 substrate -5%, TRHR ag -0.1, TrxR1 inh -5%, USP1-UAF1 inh -12% and TRHR enhancer -2.
`CC1CCCC(NC(=S)Nc2cccc(S(=O)(=O)N(C)C)c2)C1C` (stereo unspecified) gave mIDH1 inhibitor 13%, D2 agonist -0.3, D2 antagonist -1, PI4K2A block 0, TrxR1 substrate -7%, TRHR ag -0.3, TrxR1 inh -22%, USP1-UAF1 inh -31% and TRHR enhancer -4.
CNC(=S)N1N=C(c2ccc(OC)cc2)CC1c1ccc(Cl)cc1Cl (stereo unspecified) was read as mIDH1 inhibitor -1%, D2 agonist 0.2, D2 antagonist 15, PI4K2A block 3, TrxR1 substrate 3%[57.1 µM], TRHR ag -1.9, TrxR1 inh 5%[57.1 µM], USP1-UAF1 inh -39% and TRHR enhancer 9.

An unsorted share of the library. Share with any hit: about 3.9%.
